# From PubChem BioAssay
# AI-2 QS mod – Vibrio harveyi AI-2 quorum sensing modulation; Vibrio harveyi JMH597 AI-2 luminescence/OD600 ratio, 9 h; hits give low values; strain lacks LuxN and CqsS sensors; 0 = neutral-control median; activity change, % at 7.5 µM; actives 0.4% (n = 300,000); in the data active = activity change below about -75%, passing the limit was not always enough; inconclusive = no clear call, values can overlap the other calls;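 also: luminescence divided by OD600 gain over 9 h not by final OD600 alone; inactives centre near 13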
# IEC-6 tox – IEC-6 cytotoxicity, counter-screen for KLF5 inhibitors. luminescence viability. inhibition, % at 5 µM. actives 0.78% (n = 290,000). AID 1825; in the data active = inhibition above about 22%;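 also: 0% = plate median of test compound wells and 100% = cytotoxic reference compound wells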
# KLF5 inh – kruppel-like factor 5 inhibition. DLD-1 KLF5 promoter-luciferase reporter, luminescence. AID 1700. inhibition, % at 5 µM. actives 0.23% (n = 290,000);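 active = inhibition above a per-plate limit of that plate's mean compound inhibition plus 3 SD, cut at about 60% in these data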;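 also: 0% = DMSO wells and 100% = LY294002 at 200 µM; higher means less KLF5 promoter-driven luciferase light; inactives centre near -14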
# Platelet DG rel – modulates dense granule release in human platelets | human platelet-rich plasma, SFLLRN dense granule ATP release, luminescence | inhibition, %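 (compounds screened at 7.5 µM in platelet-rich plasma)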 | actives 0.22% (n = 300,000) | AID 1663;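 active = mean replicate score, as percent of positive control, at or above 50; inconclusive = mean below 50 but at least one replicate at or above 50; inactive = mean and every replicate below 50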
# HSF1 inhib – HSF1 inhibition; NIH3T3-HGL HSE-luciferase, MG132-induced, luminescence 8 h; hits give low values; AID 2098; actives 0.77% (n = 300,000); activity change, negative = inhibition, % at 7.5 µM (by protocol);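 active = more than half of replicate wells show activity change below -50%, luminescence cut by over half; inconclusive = some wells, but at most half, below -50%; inactive = no replicate well below -50%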;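 also: luciferase reports HSF-1 transcriptional activity via heat shock element; 0% = median of DMSO wells and -100% = zero luminescence signal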
# HDAC3 inh – human HDAC3 inhibition; O15379; recombinant HDAC3, fluorogenic peptide/trypsin coupled, fluorescence; inhibition, % at 8.3 µM; actives 0.15% (n = 320,000); in the data active = inhibition above about 26%, passing the limit was not always enough; inconclusive = no clear call, values can overlap the other calls
# Target sequence (O15379 whole entry, looked up): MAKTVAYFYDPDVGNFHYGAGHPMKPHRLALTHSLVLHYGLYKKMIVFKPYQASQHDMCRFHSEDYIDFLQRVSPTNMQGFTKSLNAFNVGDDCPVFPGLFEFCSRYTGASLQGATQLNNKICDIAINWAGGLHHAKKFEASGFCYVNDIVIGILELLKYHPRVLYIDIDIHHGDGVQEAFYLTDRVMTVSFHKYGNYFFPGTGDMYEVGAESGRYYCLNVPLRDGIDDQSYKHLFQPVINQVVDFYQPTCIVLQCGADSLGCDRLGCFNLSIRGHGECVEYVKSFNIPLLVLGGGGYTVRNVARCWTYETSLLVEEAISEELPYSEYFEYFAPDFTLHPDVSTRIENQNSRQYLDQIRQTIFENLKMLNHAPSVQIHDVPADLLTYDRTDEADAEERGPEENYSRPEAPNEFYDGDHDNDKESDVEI
# aSyn UTR inh – 5' untranslated region of α-synuclein, MLPCN primary screen | alpha-synuclein 5'UTR reporter, inhibitor activity | inhibition, % (tested at 7.5 µM) | actives 0.82% (n = 300,000); in the data active = inhibition above about 60%; inconclusive = no clear call, values can overlap the other calls;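 also: H4 neuroglioblastoma cells stably carrying SNCA 5'UTR luciferase fusion; 0% = DMSO wells and 100% = positive control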
# HSF-1 act – increases HSF-1 driven luciferase reporter signal. activation, % at 9 µM. NIH3T3-HGL HSF-1 luciferase reporter, MG132, 8 h; 100% = twice DMSO control signal. actives 1.7% (n = 300,000);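 active = mean replicate activation of at least 50% with a set share of replicates each reaching 50%; inconclusive = only one of those two conditions met; inactive = mean below 50% and too few replicates reaching it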;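 also: 0% = median of the neutral control wells and 100% = twice that signal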
# HSP90 inh – inhibitors of HSP90 luciferase refolding in rabbit reticulocyte lysate. actives 0.91% (n = 290,000). inhibition, % at 5.6 µM. luciferase refolding luminescence, 3 h;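 active = inhibition above the screen-wide mean plus 3 SD, computed separately per campaign, cut at about 16% in these data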;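 also: 0% = DMSO wells and 100% = 60 µM geldanamycin wells; inhibitors lower the luminescence because luciferase stays unfolded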
# HIF activator – HIF pathway transcriptional activation; U2OS HRE-luciferase reporter, luminescence; normalized: DMSO 0%, desferrioxamine 100%; activation, % at 7.5 µM (by protocol); actives 0.32% (n = 300,000); AID 1910;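 active = mean activation of at least 10% of the iron chelator positive control signal, with at least half of replicates also reaching 10%; inconclusive = mean and replicate majority disagree about reaching 10%; inactive = mean and most replicates under 10%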
# * = called active by the depositor; ? = inconclusive; nt = not tested or not shown. These rows are one share of the data (hit frequency here may not be typical).
no.	structure	AI-2 QS mod	IEC-6 tox	KLF5 inh	Platelet DG rel	HSF1 inhib	HDAC3 inh	aSyn UTR inh	HSF-1 act	HSP90 inh	HIF activator
1	CCCCOc1ccc(CCN)cc1Cl	13	2	-12	12	8	3	-26	7	1	0.5
2	CC(C)n1c(O)c(C=NCc2ccccc2)c(=O)[nH]c1=S	-68	-2	-23	-4	-5	12	-33	3	-3	-0.1
3	O=C(COc1ccc2ccccc2c1)N1CCN(Cc2ccncc2)CC1	7	-2	0	-1	0	-6	16	8	2	0.5
4	Clc1ccc(C[n+]2c(-c3ccccc3)cc(-c3ccccc3)cc2-c2ccccc2)cc1	35	nt	nt	4	-8	-7	59	1	nt	1.7
5	COc1cccc(CCNCc2c(F)cccc2F)c1	13	3	-20	-3	8	-4	4	4	-2	-0.1
6	CCn1c(O)c(C=Nc2cc(Cl)ccc2Cl)c(=O)n(CC)c1=O	3	2	-27	-1	-3	-3	-14	-5	1	0.1
7	COc1ccc(-n2c(O)c(/C=C3\C=Nc4ccc(Br)cc43)c(=O)[nH]c2=O)cc1	21	2	-4	17	-7	1	-11	-4	4	2.3
8	CC1(C)C2([N+](=O)[O-])CNCC1([N+](=O)[O-])CNC2	12	2	-14	-17	0	-3	7	4	-1	-0.3
9	Cc1cccc(-n2c(/C=C/c3ccc([N+](=O)[O-])o3)nc3ccccc3c2=O)c1	15	-8	-20	-12	30	nt	-212	35	-1	0.0
10	C=Cc1ccc(Cn2c(C(=O)O)c(C=O)c3ccccc32)cc1	16	2	-19	-1	-1	5	15	-5	-1	-1.5
11	O=C1C2CCCN2C(c2cccnc2)N1c1nccs1 (stereo not given)	6	-6	-10	-1	-6	-1	7	1	3	-0.3
12	CCCCNC(=O)NC(C(N)=O)P(=O)(OCC)OCC (stereo not given)	9	1	-12	0	-1	-3	-3	15	6	-0.1
13	CCN(CC)c1ccc(CN(C)CCc2ccc(OC)c(OC)c2)cc1	5	-1	-7	1	-3	0	6	-11	-1	-0.3
14	C[C@H]1CC[C@H]2NCCN[C@H]2C1	30	-2	-20	-3	-7	-4	0	3	9	-0.7
15	COC(=O)CC1(CC(=O)OC)C(=O)N(c2ccccc2)C(=O)N(c2ccccc2)C1=O	12	-2	-33	6	7	-3	-13	3	-1	0.8
16	CCOC(=O)C(C)Oc1cc(C)cc2oc(=O)c3c(c12)CCCC3 (stereo not given)	14	4	7	-2	13	nt	14	15	1	-0.1
17	COc1ccccc1-n1c(-c2ccoc2)nc2ccccc2c1=O	5	1	-10	nt	nt	-2	nt	nt	0	nt
18	Cc1c(C(=O)N2CCC3(CC2)OCCO3)sc2ncnc(N3CCc4ccccc4C3)c12	14	19	10	4	-11	1	-1	12	3	0.2
19	CCOC(=O)C1=C(N)OC2=C(C(=O)CCC2)C12C(=O)N1c3c(ccc(C)c32)C(C)=CC1(C)C (stereo not given)	16	6	4	-3	-1	4	-6	4	5	-0.2
20	Cc1c(C(=O)N2CCC3(CC2)OCCO3)oc2ccc(S(=O)(=O)N3CCOCC3)cc12	3	0	-11	-4	4	4	1	14	-4	-0.9
21	CCc1ccccc1N1C(=O)CC(=O)NC1=O	6	10	-48	2	-3	-1	-9	-8	2	-1.0
22	CC(C)Oc1ccc(CC2(CCc3ccncc3)C(=O)NC(=O)NC2=O)cc1	-1	1	-1	13	-2	0	7	5	1	-0.2
23	O=c1[nH]c(=S)n(C2CCCCC2)c(O)c1/C=N/N1CCOCC1	-4	2	-14	2	-4	8	-4	0	3	-0.7
24	COc1ccc2c(c1)c(C(=O)C(C)N1CCCCC1)c(C)n2C (stereo not given)	1	-1	-23	0	-8	-3	-13	4	1	-7.5
25	CCN1CCN(Cc2ccc(C)cc2C)CC1	43	-5	-7	1	-11	3	-7	7	-4	-0.3

# Next section (2 carried over from the part before).
no.	structure	AI-2 QS mod	IEC-6 tox	KLF5 inh	Platelet DG rel	HSF1 inhib	HDAC3 inh	aSyn UTR inh	HSF-1 act	HSP90 inh	HIF activator
24	COc1ccc2c(c1)c(C(=O)C(C)N1CCCCC1)c(C)n2C (stereo not given)	1	-1	-23	0	-8	-3	-13	4	1	-7.5
25	CCN1CCN(Cc2ccc(C)cc2C)CC1	43	-5	-7	1	-11	3	-7	7	-4	-0.3
26	O=[N+]([O-])c1cccc2c([As](=O)(O)O)cccc12	4	-1	-6	0	-7	-8	15	2	4	-0.6
27	COC(=O)C(O)(c1ccc(NC(=S)NC(=O)c2ccc(Cl)cc2Cl)c(C)c1)C(F)(F)F (stereo not given)	15	14	13	-7	5	22	13	-8	2	-0.4
28	Cc1cccc(C)c1OP(N)(=O)Oc1c(C)cccc1C	7	-2	-45	-18	-3	10	3	-9	3	-0.5
29	CC1(C)N(O)C2CCCCC2N1O (stereo not given)	7	-4	16	-39	-9	-3	-13	6	-3	0.2
30	CN1CCN(c2ncnc3nc[nH]c23)CC1	1	-3	13	1	3	-2	6	10	-2	-0.4
31	CN1CCN(c2ccc(S(=O)(=O)C(F)(F)F)cc2[N+](=O)[O-])CC1	18	-2	-20	15	-2	1	19	-13	-2	0.3
32	Cn1c(O)c(C=NCCN2CCOCC2)c(=O)[nH]c1=S	14	-3	6	42	5	5	29	0	2	-0.5
33	CSc1ccc(C(=O)C(C)(C)N2CCOCC2)cc1	3	-2	-26	-1	4	-1	-24	10	-5	-0.8
34	CN1CCC(=O)N(CCN=[N+]=[N-])CC1	18	-1	-14	2	-3	-11	-12	-10	-9	-0.6
35	Cn1c(CN2CCN(C(=O)COc3ccccc3)CC2)nc2cc([N+](=O)[O-])ccc21	22	-3	13	4	9	5	1	6	-4	-0.2
36	N/C(=N\[N+](=O)[O-])N1CCN(C(=O)OC2CCCC2)CC1	8	-4	-36	2	-4	-7	1	-13	2	-0.8
37	Nc1ccc(N=Nc2ccccc2)cc1	13	2	-79	0	5	3	-50	6	4	-1.5
38	CC1CCC(NCC(O)c2ccccc2)CC1 (stereo not given)	15	-1	-15	4	-9	1	3	-1	0	-0.2
39	CCOC(=O)CNC(=O)CSP(=S)(OCC)OCC	23	-4	-31	4	6	-3	11	-1	-1	-0.4
40	O=C(O)c1ccc(N=Cc2c(O)[nH]c(=O)[nH]c2=O)cc1	5	-5	-42	15	-9	9	8	13	6	-0.6
41	COC(=O)C1=C(c2cc3ccccc3o2)C[C@@H]2CC[C@H]1N2C(=O)NC1CCCCC1	2	nt	nt	-3	5	8	30	12	nt	-0.6
42	c1ccc2c(CN3CCCCC3)c[nH]c2c1	4	9	8	5	-5	-8	11	-10	6	1.0
43	O=c1[nH]c(=O)n(CCc2ccc(F)cc2)c(O)c1C=NCCCN1CCOCC1	12	4	-21	-6	5	-1	-11	-11	0	-0.3
44	Cc1ccc(-n2c(C)nc3cc(Cl)ccc3c2=O)nc1	24	2	-66	-13	-1	-1	-117	3	4	1.7
45	Cc1ccc(-c2nn(CCC#N)cc2C(=O)O)cc1C	10	-9	-1	-4	3	1	-9	-14	7	0.2
46	O=C(c1ccc(N2CCCCC2)c([N+](=O)[O-])c1)N1CCC2(CC1)OCCO2	15	-4	6	14	0	6	-1	8	1	0.6
47	CCOC(=O)C1(c2ccccc2)CCN(CCC(C#N)(c2ccccc2)c2ccccc2)CC1	16	nt	nt	-2	6	18	16	-10	nt	-0.7
48	CCCCn1c(O)c(C(C)=NCCCN(C)C)c(=O)[nH]c1=O	3	-1	-18	-9	-1	17	-6	12	1	-0.1
49	CCC(C)n1c(O)c(C=NC(C)c2ccccc2)c(=O)[nH]c1=S (stereo not given)	13	-3	-28	-16	-2	13	-2	6	4	0.1
50	CC1(C)C(C(=O)N2CCN(C(=O)c3ccccc3)CC2)C1(C)C	nt	0	10	-2	0	-4	-3	12	-3	-0.5
51	Cc1cc(N)n(C2CCN(C)CC2)n1	18	-4	-22	3	-1	-2	-13	-5	0	0.0
52	CC(C)CN(C(=O)CN1CC=C(c2ccccc2)CC1)c1c(N)n(CC(C)C)c(=O)[nH]c1=O	20	4	-27	-1	-3	?	18	-3	2	-0.2
53	CCC(C(=O)Nc1ccc(Cl)cc1)N1CCCC1=O (stereo not given)	26	nt	nt	-21	3	10	-16	2	nt	3.3
54	O=C(Cc1ccccc1)N1CCN(C2CCCCCC2)CC1	25	4	-8	-2	3	11	10	17	-2	0.1
55	CC(/C=C(\C)Nc1ccccc1)=Nc1ccccc1	20	6	-20	1	-4	-2	-44	-21	1	2.0
56	NC(Cc1ccccc1)c1nc2ccccc2[nH]1 (stereo not given)	3	-4	-43	3	11	2	-53	20	-1	4.5
57	COc1cc(/C=C2\C(=O)NC(=O)N(CCc3ccc(F)cc3)C2=O)ccc1O	5	-1	-4	5	nt	1	-2	nt	0	-0.4
58	C[C@H]1CCCC(=O)CCCCCc2cc(O)cc(O)c2C(=O)O1	24	8	-1	2	3	4	7	16	10	-0.2
59	COc1cccc(CC(=O)N2CCN(Cc3cccc(Cl)c3)CC2)c1	18	-1	-9	18	-9	-2	14	-28	2	-14
60	O=C1NC(=O)C(=Cc2cccc(OCCOc3ccccc3)c2)C(=O)N1	-45	7	-149	-3	17	4	-87	30	3	1.1
61	CN(C)CC1CSCCC1(O)c1ccccc1Cl (stereo not given)	7	-1	-15	7	0	0	7	1	-4	-1.9

# Some of the entries so far, with values under each structure.
# Sequence of screens – AI-2 QS mod, IEC-6 tox, KLF5 inh, Platelet DG rel, HSF1 inhib, HDAC3 inh, aSyn UTR inh, HSF-1 act, HSP90 inh, HIF activator
51	Cc1cc(N)n(C2CCN(C)CC2)n1
    18, -4, -22, 3, -1, -2, -13, -5, 0, 0.0
52	CC(C)CN(C(=O)CN1CC=C(c2ccccc2)CC1)c1c(N)n(CC(C)C)c(=O)[nH]c1=O
    20, 4, -27, -1, -3, ?, 18, -3, 2, -0.2
53	CCC(C(=O)Nc1ccc(Cl)cc1)N1CCCC1=O (stereo not given)
    26, nt, nt, -21, 3, 10, -16, 2, nt, 3.3
54	O=C(Cc1ccccc1)N1CCN(C2CCCCCC2)CC1
    25, 4, -8, -2, 3, 11, 10, 17, -2, 0.1
55	CC(/C=C(\C)Nc1ccccc1)=Nc1ccccc1
    20, 6, -20, 1, -4, -2, -44, -21, 1, 2.0
56	NC(Cc1ccccc1)c1nc2ccccc2[nH]1 (stereo not given)
    3, -4, -43, 3, 11, 2, -53, 20, -1, 4.5
57	COc1cc(/C=C2\C(=O)NC(=O)N(CCc3ccc(F)cc3)C2=O)ccc1O
    5, -1, -4, 5, nt, 1, -2, nt, 0, -0.4
58	C[C@H]1CCCC(=O)CCCCCc2cc(O)cc(O)c2C(=O)O1
    24, 8, -1, 2, 3, 4, 7, 16, 10, -0.2
59	COc1cccc(CC(=O)N2CCN(Cc3cccc(Cl)c3)CC2)c1
    18, -1, -9, 18, -9, -2, 14, -28, 2, -14
60	O=C1NC(=O)C(=Cc2cccc(OCCOc3ccccc3)c2)C(=O)N1
    -45, 7, -149, -3, 17, 4, -87, 30, 3, 1.1
61	CN(C)CC1CSCCC1(O)c1ccccc1Cl (stereo not given)
    7, -1, -15, 7, 0, 0, 7, 1, -4, -1.9
